Source: PubChem
TDP1 cell noCPT – qHTS for Inhibitors of human tyrosyl-DNA phosphodiesterase 1 (TDP1): qHTS in cells in absence of CPT; DT40 Tdp1-/- hTDP1 cells, no CPT, ATP luminescence, 48 h; Potency, µM (series often up to 46.2 µM), inactives show at the top dose activity change, negative = growth inhibition, actives largely listed as inhibitors; 420,000 tested, 15% active; AID 686978, 2013; also: nearly all actives have a fitted effect of over 55% in size
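Chicken DT40 Tdp1-/- cells complemented with human TDP1, screened without camptothecin (DMSO vehicle only), 400 cells/well. Compounds pin-transferred, cells incubated at 37 °C for at least 48 hr. Growth read as ATP-dependent luminescence (CellTiter-Glo, 30 min at RT).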
N370S GC – inhibits or activates N370S mutant glucocerebrosidase | P04062 | N370S GC spleen homogenate, 4MU-glucoside fluorescence | Potency, µM (titrated, usually from 59.4 µM), for inactives: at the highest dose activity change, negative = inhibition, hits mostly inhibitors | 330,000 tested, 0.092% active;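 also: 0% = full enzyme activity and -100% = no enzyme basal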
TDP1 inh – TDP1 (human) enzyme inhibition; 350,000 tested, 0.28% active; recombinant TDP1, AlphaScreen DNA substrate cleavage; Q9NUW8; Potency, µM (titrated, usually from 130 µM), for inactives: at the top dose activity change, negative = inhibition, most hits filed as inhibitors; also: nearly all actives have a fitted effect of over 40% in size
Target sequence (Q9NUW8 whole entry, looked up): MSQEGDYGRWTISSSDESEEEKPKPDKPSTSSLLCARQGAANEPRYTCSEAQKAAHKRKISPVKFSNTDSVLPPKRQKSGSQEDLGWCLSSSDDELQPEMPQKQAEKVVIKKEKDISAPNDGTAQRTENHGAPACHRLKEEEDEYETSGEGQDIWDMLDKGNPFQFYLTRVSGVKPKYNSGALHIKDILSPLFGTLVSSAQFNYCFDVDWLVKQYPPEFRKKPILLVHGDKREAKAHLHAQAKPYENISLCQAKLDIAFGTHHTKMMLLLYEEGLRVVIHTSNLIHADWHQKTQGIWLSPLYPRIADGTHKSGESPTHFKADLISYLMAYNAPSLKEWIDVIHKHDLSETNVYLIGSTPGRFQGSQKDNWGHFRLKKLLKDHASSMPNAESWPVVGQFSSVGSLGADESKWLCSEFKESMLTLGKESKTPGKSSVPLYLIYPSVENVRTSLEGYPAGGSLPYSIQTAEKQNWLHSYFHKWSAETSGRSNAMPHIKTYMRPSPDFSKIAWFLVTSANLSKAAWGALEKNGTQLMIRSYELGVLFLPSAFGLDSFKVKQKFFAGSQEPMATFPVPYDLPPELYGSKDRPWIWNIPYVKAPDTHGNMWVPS
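Compounds were preincubated with Tdp1 (1 nM final) for 15 min at room temperature before substrate (15 nM final) started a 5 min reaction; beads (10 ug/ml final) were then added for 10 min before AlphaScreen detection.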
Active calls of the source: *; ? = inconclusive; nt = no result given; [ ] = another dose, or the depositor's remark. Calls follow the shape of the dose curve; as a rule, active = well fitted curve in the direction sought with a large enough effect; inconclusive = small, poorly fitted or top-dose-only effect, or another doubt; inactive = no such curve, though single readings can be large; an effect the other way counts as inactive or inconclusive. Unless noted, % is scaled to controls: 0 for no effect and ±100 for the full control effect; potency is read from the fitted curve at half-maximal effect. An excerpt; count on the stated rates, not on these rows.

Start of the data: the first 2 compounds, ahead of the listing:
Order of values: TDP1 cell noCPT	N370S GC	TDP1 inh
- Cc1ccc(C(=O)C2=C(O)C(=O)N(Cc3ccco3)C2c2cccc(Br)c2)o1 (configuration not stated)
  -0.4%	-3.5%	6.2%
- N#CCC(=O)Nc1ccc(C(=O)OCC(=O)Nc2ccccc2-c2ccccc2)cc1
  4.3%	-1.3%	2.5%

All compounds of this part (from the top)
Order of values: TDP1 cell noCPT	N370S GC	TDP1 inh
- Cc1ccc(C(=O)C2=C(O)C(=O)N(Cc3ccco3)C2c2cccc(Br)c2)o1 (configuration not stated)
  -0.4%	-3.5%	6.2%
- N#CCC(=O)Nc1ccc(C(=O)OCC(=O)Nc2ccccc2-c2ccccc2)cc1
  4.3%	-1.3%	2.5%
- CCC(=O)c1ccc(OCC(=O)NCCC2=CCCCC2)c(OC)c1
  ?	6.7%	-0.6%
- O=C(O)CC12CC3CC(C1)CC(n1ncc(NCc4ccc(F)cc4Cl)c(Cl)c1=O)(C3)C2
  11.9%	18.9%	3.4%
- O=C(CS(=O)(=O)c1ccccc1)NC1CCCCC1
  -11.3%	9.3%	5.5%
- COc1ccccc1CNC(=O)C1CCCN(S(=O)(=O)c2ccc3c(c2)CCCN3C(C)=O)C1 (configuration not stated)
  ?	nt	7.7%
- CCC(=O)Nc1ccccc1C(=O)N1CCOCC1
  2.7%	1.6%	0.0%
- C/C=C(\C)[C@H](O)C[Si](C)(C)c1ccccc1
  nt	-12.0%	8.1%
- O=C1[C@@H]2Cc3c([nH]c4ccccc34)C(c3ccccc3)N2C(=O)CN1C1CCN(Cc2ccccc2)CC1 (some centres not stated)
  16.4µM*	-1.7%	nt
- CCN(CC)CCOC(=O)c1ccc2c(c1)OCCO2
  -5.5%	6.5%	4.6%
- Cc1nn(CC(=O)Nc2cccc(S(N)(=O)=O)c2)c(C)c1[N+](=O)[O-]
  2.6%	1.6%	-3.4%
- O=C(NCC1COc2ccccc2O1)c1ccc(NC(=O)C(c2ccccc2)c2ccccc2)cc1 (configuration not stated)
  9.2µM*	-1.1%	0.0%
- CC12CCC(C/C1=N\OC(=O)c1ccc(F)cc1)C2(C)C (configuration not stated)
  -19.6%	12.9%	0.0%
- COc1ccc(/C=C/C(=O)C2CC2)cc1COc1cccc(C)c1C
  23.1µM*	-14.5%	nt
- Cc1cccc(NC(=O)c2ccc3c(c2)CCN3S(C)(=O)=O)c1C
  -3.6%	12.1%	nt
- CCN(CC)P(=O)(C(NC(=O)OC)C(F)(F)C(F)(F)C(F)(F)C(F)F)N(CC)CC (configuration not stated)
  -6.3%	-0.8%	0.0%
- Nc1nc(F)cc(N2CCCCCC2)n1
  0.9%	6.7%	4.9%
- CCOc1ccc(-n2nc3ccc(NC(=O)CC)cc3n2)cc1
  -13.4%	?	1.2%
- O=C(COc1cccc(C(F)(F)F)c1)NCC(c1ccco1)N1CCCC1 (configuration not stated)
  ?	nt	1.0%
- CC(C)(C)c1cc(C(=O)N/N=C/c2ccc([N+](=O)[O-])s2)n[nH]1
  11.6µM*	0.6%	-8.2%
- O=C(CNC(=O)c1ccccc1Br)N/N=C/c1ccccc1O
  23.1µM*	9.1%	7.4%
- O=C(NCc1ccc(F)cc1)C1CCCN(S(=O)(=O)c2ccc(-n3cnnn3)cc2)C1 (configuration not stated)
  ?	-15.1%	2.6%
- O=C1CC(c2ccccc2)NN1 (configuration not stated)
  ?	nt	1.0%
- CCOc1cccc(C2C(C(=O)c3ccco3)=C(O)C(=O)N2Cc2ccncc2)c1 (configuration not stated)
  8.6%	2.3%	-1.0%
- O=C(Nc1c2c(nn1-c1ccc(Cl)cc1)CS(=O)(=O)C2)c1ccccc1F
  ?	nt	7.8%
- O=C(CSc1ccccc1)Nc1nnc(/C=C/c2ccccc2)s1
  -20.1%	4.8%	5.5%
- CN(C(=O)CSc1nc(O)cc(=O)n1-c1ccccc1F)c1ccccc1
  6.5%	-1.8%	4.7%
- O=C(CNC(=O)N1CC(=O)Nc2ccccc21)Nc1ccc(Cl)cc1
  0.1%	-20.9%	1.7%
- CO/N=C/C1C(=O)NN=C1c1ccccc1 (configuration not stated)
  0.7%	0.2%	7.7%
- COc1ccc(/C=N\NC(=O)/C(=C\Nc2nccc(C)n2)NC(=O)c2ccccc2)cc1
  ?	-4.3%	-8.1%
- COc1ccc(Cl)cc1NC(=S)N1CCN(c2ncccn2)CC1
  -19.4%	4.4%	0.0%
- COc1ccc(-c2ocnc2C(=O)Nc2ccccc2N2CCCCC2)cc1
  ?	25.9%	-5.7%
- Cc1ccc(/C=N/N2C(=O)C3C(C2=O)C2C=CC3C23CC3)o1 (configuration not stated)
  -18.3%	-1.8%	2.6%
- COc1ccc(S(=O)(=O)Nc2cccc3c2O[C@H](CN(C)C(=O)Nc2ccc(C(F)(F)F)cc2)[C@@H](C)CN([C@H](C)CO)C3=O)cc1
  -27.7%	nt	0.9%
- Cc1onc(-c2ccccc2Cl)c1C(=O)N1CCN=C1SCc1cccnc1
  -17.1%	6.6%	-4.0%
- COc1ccc(/C=N\NC(=O)COc2ccc(C(C)(C)C)cc2)cc1Cn1nc(C)cc1C
  20.6µM*	9.6%	6.7%
- CCc1nc2sc3c(=O)[nH]cnc3c2c2c1CSC(C)(C)C2
  ?	5.9%	?
- CCOc1ccc(S(=O)(=O)Nc2cc(S(=O)(=O)N(CC)CC)ccc2N2CCCC2)cc1
  ?	7.5%	8.5%
- O=C(c1ccc(CS(=O)(=O)c2ccccc2)o1)N1CCOCC1
  -1.7%	4.7%	-3.9%
- COc1ccc(-c2noc(CSc3nc(N)cc(=O)[nH]3)n2)cc1OC
  ?	nt	2.3%

Record cards (already shown). Screens in order: TDP1 cell noCPT, N370S GC, TDP1 inh
COc1ccc(-c2ocnc2C(=O)Nc2ccccc2N2CCCCC2)cc1 as listed: ?, 25.9%, -5.7%
O=C(Nc1c2c(nn1-c1ccc(Cl)cc1)CS(=O)(=O)C2)c1ccccc1F as listed: ?, nt, 7.8%

Carrying on.
Order of values: TDP1 cell noCPT	N370S GC	TDP1 inh
- COC(=O)c1[nH]c(=O)c2ccccc2c1O
  0.4%	-7.4%	2.5%
- COc1ccc(C(=O)NCCNC(=O)c2ccccn2)cc1
  -8.3%	0.1%	nt
- CCOc1ccc(NC(=O)Cc2nnc(SCC(=O)N3CCOCC3)n2C)cc1
  10.5%	-17.9%	2.8%
- O=C(CCc1nc(-c2ccccc2)no1)Nc1cc(C(F)(F)F)ccc1Cl
  -27.7%	-10.0%	4.1%
- Cc1ccc(CNC(=O)CN(C)C2=NS(=O)(=O)c3ccccc32)cc1
  9.2µM*	nt	1.8%
- COc1cc(/C=C2/SC(=S)N(Cc3ccccc3)C2=O)cc(Cl)c1O
  13µM*	3.4%	nt
- CCOC(=O)c1sc(NC(=O)c2nc3ncccn3n2)c(C(=O)OC)c1C
  -20.3%	nt	0.0%
- Cc1cc(C)c2c(N)c(C(=O)Nc3c(C)n(C)n(-c4ccccc4)c3=O)sc2n1
  25.8%	-2.5%	2.9%[56.1 µM]
- CN(CCOc1ccccc1)C(=O)c1ccc(Cl)c(S(=O)(=O)N2CCCCC2)c1
  ?	nt	0.5%
- COc1cc(NS(=O)(=O)N2CCCC2)cc(OC)c1OC
  0.2%	-1.0%	3.1%
- CCOc1cc(N2CCOCC2)c(OCC)cc1NC(=O)c1ccc(OC)c(S(=O)(=O)N2CCOCC2)c1
  ?	nt	-3.9%
- COc1cccc(NC(=O)Nc2ccc3c(c2)N(C)C(=O)c2ccccc2S3)c1
  ?	nt	11.4%
- CCCN1C(=O)C(Cc2nc3ccccc3c(=O)n2-c2ccc(OC)cc2)c2cc(C)ccc21 (configuration not stated)
  4.11µM*	nt	4.7%
- OC(CN1CCOCC1)Cn1cnc2ccccc21 (configuration not stated)
  13.4%	-1.3%	nt
- Cc1c(OC(C)C(=O)NCc2ccncc2)ccc2c3c(c(=O)oc12)CCC3 (configuration not stated)
  ?	?	3.2%
- Cc1ccc(/C=C(\NC(=O)c2ccc(C)cc2)C(=O)NCCCn2ccnc2)cc1
  -12.5%	-12.9%	3.6%
- CNC(=O)c1c(NC(=O)CS(=O)(=O)c2ccc(Cl)cc2)sc(C)c1C
  ?	-12.4%	7.4%
- COC(=O)C1=C(C)N(c2ccc(C)c(C)c2)/C(=C/c2ccco2)C1=O
  ?	-10.5%	nt
- CCCCN(CC)C(=O)c1ccc2c(c1)OCO2
  -22.7%	-17.7%	-4.5%
- CC1CCCC(C)N1CC(O)COCc1ccccc1 (configuration not stated)
  -4.5%	-1.5%	nt

(cont.)
SMILES,TDP1 cell noCPT,N370S GC,TDP1 inh
Cc1ccc(CNC(=O)CCCc2nnc3n(C)c(=O)c4sccc4n23)cc1,?,nt,-2.6%
Cn1c(=NCC(O)COc2ccccc2)sc2ccccc21 (configuration not stated),-37.7%,-3.6%,0.0%
O=C(NCC(=O)N(c1ccccc1)C(C(=O)NC1CCCC1)c1cccnc1)c1ccco1 (configuration not stated),-2.2%,-6.7%,6.6%
CC1(C)Cc2c(cnn2-c2ccccc2)C(=O)/C1=N\NC(=O)c1ccccc1,?,5.3%,5.6%
Cc1ccc(C(=O)N/C(=C\c2cccc([N+](=O)[O-])c2)C(=O)Nc2cccc(C(=O)O)c2)cc1,-0.8%,9.5%,nt
COc1cccc2c1cc1c(=O)n(CC(=O)N3CCN(c4cccc(C)c4)C(C)C3)nc(C)n12 (configuration not stated),3.5%,nt,1.0%
COc1ccc(C(C)=O)cc1CN(c1ccccc1OC)S(=O)(=O)c1cccs1,?,22.8%,3.6%
Cc1ccc(NC(=O)CNC(=O)c2ccco2)c(Cl)c1,-27.1%,-2.2%,nt

3 structures already listed, ordered by formula weight, falling:
SMILES,TDP1 cell noCPT,N370S GC,TDP1 inh
O=C(NCC(=O)N(c1ccccc1)C(C(=O)NC1CCCC1)c1cccnc1)c1ccco1 (configuration not stated),-2.2%,-6.7%,6.6%
COc1ccc(C(C)=O)cc1CN(c1ccccc1OC)S(=O)(=O)c1cccs1,?,22.8%,3.6%
CC1(C)Cc2c(cnn2-c2ccccc2)C(=O)/C1=N\NC(=O)c1ccccc1,?,5.3%,5.6%

The list goes on:
SMILES,TDP1 cell noCPT,N370S GC,TDP1 inh
Cc1ccc(Sc2ncccc2C(=O)O)c(C)c1,5.1%,9.8%,5.6%
Cc1nc(N2CCN(c3ccccc3)CC2)nc2c1C(=O)CCC2,?,-1.6%,8.7%
Cc1ccc(Cl)cc1Nc1nc(-c2sc(NC(=O)c3cccc(Cl)c3)nc2C)cs1,nt,-11.2%,9.6%
COc1ccc(Cl)cc1S(=O)(=O)N1CCCC(C(=O)NCc2ccncc2)C1 (configuration not stated),-29.2%,-7.4%,1.7%
O=C(O)c1ccc(NC(=S)NC(=O)c2cccc(COc3ccccc3)c2)cc1,3.3%,-0.8%,7.7%
CC(C)NC(=O)c1ccc2c(c1)N(CC(=O)N1CCCC1)C(=O)C(C)(C)O2,3.3%,0.9%,nt
CC(C)c1noc(-c2ccccc2OCC(=O)Nc2ccccc2[N+](=O)[O-])n1,?,nt,14.3%
OC[C@@H]1OC(O)[C@@H](O)[C@H](O)[C@H]1O (some centres not stated),nt,-5.9%,6.2%
Cc1cccc(C)c1NC(=O)NN1C(C)CCCC1C (configuration not stated),-23.0%,3.1%,-2.3%
Cc1cc(C)nc(NC2=NCCN2C(=S)Nc2ccc(C)c(C)c2)n1,?,9.1%,-6.3%
Cc1[nH]c2ccc(C(=O)OC(C)C(=O)NC3CCCCC3C)cc2c1C (configuration not stated),?,nt,-2.3%
O=C(O)C/C(=C\c1cc2c(cc1Br)OCO2)c1nc2ccccc2s1,-4.0%,-2.1%,10.9%
CCc1noc(-c2ccc(N(C)Cc3ccc(OC)cc3)c([N+](=O)[O-])c2)n1,5.8µM*,nt,14.3%
Cc1ccc(-c2nnc(SCc3ccccc3)o2)cc1,-19.6%,nt,-9.5%
O=C(CCS(=O)(=O)c1ccccc1)N(Cc1cccnc1)c1nc2c(Cl)cccc2s1,5.17µM*,nt,2.6%
CC(C)(C)C(=O)Nc1ccc(N2CCN(c3ccc(C(F)(F)F)cn3)CC2)nc1,1.46µM*,-1.5%,5.1%
COC(=O)CNc1cc(S(=O)(=O)N2CCCCC2)ccc1Oc1cccc(C)c1,?,-2.8%,-9.5%
Cc1cccc(Oc2ncc(-c3ccc(Cl)cc3)cn2)c1C,20.6µM*,10.7%,-7.9%
CCOC(=O)CCc1c(C)c2ccc(OCc3nn[nH]n3)cc2oc1=O,5.2%,7.3%,0.0%
COc1cc(Cl)cc(C2NC(=O)NC(C)=C2C(C)=O)c1OCC(=O)O (configuration not stated),-19.8%,5.4%,-2.2%
Cc1ccc(Cl)cc1NC(=S)N(CCCN1CCOCC1)Cc1ccco1,1.1%,-10.5%,-2.5%
O=C(OCC(=O)N1CCC(Cc2ccccc2)CC1)c1cc(Br)ccc1O,?,nt,-2.9%
CCCc1cc(=O)c2c(O)cccc2o1,15.8%,2.2%,-2.9%
Nc1nc2c(s1)CCc1c-2cnn1-c1ccccc1,13µM*,-5.3%,6.8%
CCOc1ccc(CNC(=O)CCC(=O)N2CC(C)Sc3ccccc32)cc1 (configuration not stated),?,nt,2.6%
